Screening results (PubChem)
IDE act – activators of human insulin-degrading enzyme in cells; AID 493087; activation, % at 5.96 µM; HEK cells, FAbeta-B cleavage, fluorescence polarization; 0% vehicle, 100% cell-free pure enzyme wells; P14735; 0.073% of 340,000 active;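 active = activation above the mean of all tested compounds plus 3 SD, set per screening campaign, cut at about 17% in these data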
Target sequence (P14735 whole entry, looked up): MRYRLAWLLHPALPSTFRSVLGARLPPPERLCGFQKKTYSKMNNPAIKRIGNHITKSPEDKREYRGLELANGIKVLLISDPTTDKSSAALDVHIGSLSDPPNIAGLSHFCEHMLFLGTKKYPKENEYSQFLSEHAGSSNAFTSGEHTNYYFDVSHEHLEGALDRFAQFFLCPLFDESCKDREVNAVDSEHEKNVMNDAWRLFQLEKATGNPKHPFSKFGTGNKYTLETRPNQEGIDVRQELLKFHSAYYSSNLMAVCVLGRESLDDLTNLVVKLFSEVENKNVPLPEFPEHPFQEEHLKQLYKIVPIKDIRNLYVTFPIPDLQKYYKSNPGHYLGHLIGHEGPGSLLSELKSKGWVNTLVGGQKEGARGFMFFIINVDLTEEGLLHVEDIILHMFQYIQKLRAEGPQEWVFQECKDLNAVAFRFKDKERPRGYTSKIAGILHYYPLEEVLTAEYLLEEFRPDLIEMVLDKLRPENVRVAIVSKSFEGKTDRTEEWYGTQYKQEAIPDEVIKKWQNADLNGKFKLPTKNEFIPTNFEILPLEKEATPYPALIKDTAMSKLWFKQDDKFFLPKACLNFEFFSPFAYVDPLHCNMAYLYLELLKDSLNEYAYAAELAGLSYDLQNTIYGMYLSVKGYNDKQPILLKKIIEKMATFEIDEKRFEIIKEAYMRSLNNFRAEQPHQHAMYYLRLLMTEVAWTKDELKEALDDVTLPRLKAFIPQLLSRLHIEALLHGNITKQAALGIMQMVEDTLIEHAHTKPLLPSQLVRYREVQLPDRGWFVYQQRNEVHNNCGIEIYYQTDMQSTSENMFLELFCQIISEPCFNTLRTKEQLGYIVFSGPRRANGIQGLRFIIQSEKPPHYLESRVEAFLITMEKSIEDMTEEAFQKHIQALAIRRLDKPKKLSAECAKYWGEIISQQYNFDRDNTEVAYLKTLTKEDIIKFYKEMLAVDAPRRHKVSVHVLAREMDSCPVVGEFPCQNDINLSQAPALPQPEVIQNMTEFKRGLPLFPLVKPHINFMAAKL
PHOSPHO1 inh – blocks human PHOSPHO1 phosphatase activity | Q8TCT1 | inhibition, % at 13.3 µM | AID 1565 | recombinant PHOSPHO1, absorbance phosphatase assay | 1.1% of 290,000 active; in the data active = inhibition above about 60%
VIM-2 inhibitor – blocks Pseudomonas aeruginosa VIM-2 metallo-beta-lactamase; purified VIM-2, nitrocefin hydrolysis, epi-absorbance fluorescence; inhibition, % at 5.6 µM; 0.89% of 290,000 active;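 active = inhibition above the mean of all tested compounds plus 3 SD, cutoff set per screening run, cut at about 7.5% in these data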;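 note: red hydrolysis product quenches plate fluorescence so inhibitors raise well fluorescence; 0% = enzyme with DMSO and 100% = DMSO without enzyme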
p-CIP stab down – compounds decreasing mouse p/CIP protein stability | Q05BA5 | F442A p/CIP-EGFP cells, EGFP fluorescence, 16 h | decrease of EGFP signal, % at 10 µM | 0.01% of 290,000 active | AID 1984;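 active = EGFP signal decrease of at least 30% at 10 µM or well 3 SD below plate mean, unless failing retest; inactive = the rest, including hits failing retest or dose response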; note: some compounds called inactive have numbers as strong as hits; many of its hits are not listed in these tables
PfM18AAP inh – PfM18AAP enzyme inhibition; inhibition, % at 7.35 µM; AID 1822; recombinant PfM18AAP, H-Glu-NHMec fluorogenic cleavage; 1.2% of 290,000 active;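 active = inhibition above the campaign mean inhibition over all tested compounds plus 3 SD, cut at about 28% in these data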;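 note: 0% = plate median of test compound wells and 100% = 2 mM ZnCl2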
IDE inh – cellular human IDE inhibition | HEK cells, FAbetaB cleavage, fluorescence polarization | inhibition, % at 5.59 µM | P14735 | 0.41% of 320,000 active;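 active = percent inhibition above the average of all tested compounds plus 3 SD, set per screening campaign, cut at about 16% in these data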;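 note: IDE supplied by intact live HEK cells; FP after avidin binding of uncleaved biotin substrate so inhibition keeps polarization high; 0% = DMSO wells and 100% = 60 µM reference IDE inhibitor Ii1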
IMP-1 inhibitor – inhibitors of Pseudomonas aeruginosa IMP-1 metallo-beta-lactamase. purified IMP-1, nitrocefin hydrolysis, epi-absorbance fluorescence. inhibition, % at 5.6 µM. 0.45% of 290,000 active;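 active = inhibition above the mean plus 3 SD of all compounds in the same screening run, cut at about 4.5% in these data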;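 note: 0% = IMP-1 with DMSO and 100% = DMSO wells lacking enzyme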
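assay system = purified recombinant IMP-1 metallo-beta-lactamase enzyme | schedule = 15 min preincubation plus 25 min reaction at 25 °C | signal = Epi-absorbance fluorescence, 480 nm excitation, 530 nm emission | read-out basis = percent inhibition from optical density relative to buffer-blank wells | controls = IMP-1 with DMSO as 0%, enzyme-free DMSO as 100%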
NALP1 inh – blocks the NALP1 inflammasome reconstituted in yeast; S. cerevisiae NALP1/ASC/caspase-1 growth, X-gal OD620, 72 h; inhibition, % at 10 µM; 0.61% of 280,000 active; in the data active = inhibition mostly above about 24%, no sharp cut-off; inactive = mostly below about 32%; note: some compounds called inactive have numbers as strong as hits
GPR7 antagonist – blocks human GPR7 receptor signaling. GPR7-expressing cells, fluorescence antagonist assay. P48145. inhibition, % at 4.4 µM. 1.1% of 290,000 active; in the data active = inhibition above about 16%, passing the limit was not always enough;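 note: cells stimulated with the agonist NPW; 0% = agonist with vehicle and 100% = vehicle without agonist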
* = called active by the depositor; nt = not tested or not shown.

SMILES	IDE act	PHOSPHO1 inh	VIM-2 inhibitor	p-CIP stab down	PfM18AAP inh	IDE inh	IMP-1 inhibitor	NALP1 inh	GPR7 antagonist
COc1ccc(S(=O)(=O)Oc2ccccc2C(=S)N2CCOCC2)cc1	2	-10	-2.6	-17	45*	0	-1.1	6	-9
Cc1cccc(Nc2nc(N)nc(CSC(=S)N3CCOCC3)n2)c1	0	-9	-0.3	-18	-4	5	-3.0	3	-7
COc1ccc2c(c1)c(C(=O)O)c(C)n2-c1ccccc1	-2	-4	-3.2	1	2	-4	-0.8	6	-10
Cc1ccc(-n2nc3c(c2NC(=O)c2ccco2)CS(=O)(=O)C3)c(C)c1	1	18	-5.1	-2	-1	0	-1.9	22	-2
COC(=O)CNC(=O)c1ccc(NS(=O)(=O)c2cc([N+](=O)[O-])ccc2Cl)cc1	1	20	-2.4	-22	-2	0	-3.3	16	-14
CCC(c1nnnn1C(C)C)N1CCN(C2CCCC2)CC1 (stereo unspecified)	-2	-12	-3.5	-14	1	-1	-1.6	13	-12
CCOc1ccc(C2C(C(=O)Nc3cc(C)on3)c3ccccc3C(=O)N2CCN2CCOCC2)cc1 (stereo unspecified)	6	36	0.6	-14	-3	-5	-1.8	1	-4
COc1ccc(C(=O)N2CCCc3ccccc32)cc1	6	13	-2.4	-11	1	6	-1.3	23	13
O=C(O)c1cc(C(=O)O)c(-c2ccccc2)c(C(=O)O)c1	-1	9	-1.7	-6	4	0	2.7	29	-10
O=C(c1ccco1)n1nc(-c2ccco2)nc1SCc1ccccc1	7	11	-1.8	-8	3	5	1.0	8	-13
CCN1CCN(C(CNS(=O)(=O)c2ccc(Cl)cc2)c2ccccc2)CC1 (stereo unspecified)	5	19	-3.0	1	-2	4	-1.3	30	1
CCc1nc(N2CCC(C)CC2)c2oc3ccccc3c2n1	5	12	-1.0	7	-8	2	-2.4	14	11
O=C(CNC(=S)N(CCCN1CCOCC1)Cc1cccs1)NCc1ccccc1	7	13	-0.3	-1	0	-1	-1.7	5	-6
CCc1nnc(NC(=O)c2nc(Cl)ccc2Cl)s1	3	31	-5.5	-4	4	nt	-2.9	-1	-11
CC(CP(=O)(O)O)NC(=O)Cc1ccccc1 (stereo unspecified)	-3	37	-5.2	-9	-3	-1	-6.1	9	-2
COc1ccc(NC(=S)NNC(=O)CNc2ccc(Cl)cc2)cc1	-3	-6	-4.5	-11	21	-1	-4.2	-2	-6
COc1cc(C(CC(=O)Nc2cc(C)ccn2)N2Cc3ccccc3C2=O)cc(OC)c1OC (stereo unspecified)	0	9	-1.0	11	-2	7	-0.7	11	2
CCn1nc(C(=O)Nc2nc3ccccc3[nH]2)c2ccccc2c1=O	0	0	-2.6	-6	-4	3	-0.5	11	-2
CN(Cc1ccccc1)C(=O)COC(=O)c1ccc2ccccc2n1	-3	18	-0.2	6	-6	-7	-2.1	-3	2
COC(=O)CSc1ncc(C#N)c(N)n1	3	-6	-2.3	-6	-1	-5	-2.8	23	-1

5 of the entries above in order of the IMP-1 inhibitor value, largest number first.
SMILES	IDE act	PHOSPHO1 inh	VIM-2 inhibitor	p-CIP stab down	PfM18AAP inh	IDE inh	IMP-1 inhibitor	NALP1 inh	GPR7 antagonist
O=C(c1ccco1)n1nc(-c2ccco2)nc1SCc1ccccc1	7	11	-1.8	-8	3	5	1.0	8	-13
O=C(CNC(=S)N(CCCN1CCOCC1)Cc1cccs1)NCc1ccccc1	7	13	-0.3	-1	0	-1	-1.7	5	-6
CN(Cc1ccccc1)C(=O)COC(=O)c1ccc2ccccc2n1	-3	18	-0.2	6	-6	-7	-2.1	-3	2
Cc1cccc(Nc2nc(N)nc(CSC(=S)N3CCOCC3)n2)c1	0	-9	-0.3	-18	-4	5	-3.0	3	-7
COC(=O)CNC(=O)c1ccc(NS(=O)(=O)c2cc([N+](=O)[O-])ccc2Cl)cc1	1	20	-2.4	-22	-2	0	-3.3	16	-14

Further records
SMILES	IDE act	PHOSPHO1 inh	VIM-2 inhibitor	p-CIP stab down	PfM18AAP inh	IDE inh	IMP-1 inhibitor	NALP1 inh	GPR7 antagonist
c1ccc(-c2ccccc2OCCN2CCOCC2)cc1	0	-14	-1.1	7	12	1	0.4	33	0
Oc1[nH]c2ccc(Br)cc2c1N=NC(=S)Nc1ccc(F)cc1	-8	37	-4.0	-10	-9	-2	-3.4	nt	-26
CC(=O)Oc1ccc(-c2cccc(C(=O)NCCO)c2)cc1	0	32	-2.1	0	2	0	-2.7	11	2
Cc1ccc(OCC(=O)Nc2c(C)ccc3nsnc23)cc1	7	37	-1.3	-8	-4	-11	-0.4	-12	-5
COCc1nnc(NS(=O)(=O)c2ccc([N+](=O)[O-])cc2)s1	1	28	-5.4	0	-1	2	-2.7	7	-4
CC(C)c1cc(Br)ccc1OCCCN1C(=O)NC(C)(C)C1=O	4	-18	-1.2	-10	4	-5	-4.2	-10	5
N#Cc1ccc(-c2cccnc2)nc1SCc1ccc(Cl)c(Cl)c1	2	3	-2.1	2	0	nt	-3.9	26	2
CCN(C1CCCCC1)S(=O)(=O)c1ccc(S(=O)(=O)N(CC(=O)Nc2ccccc2)C2CC2)cc1	-6	7	-2.1	3	-4	6	-1.9	15	-1
COc1ccc(C(=O)Nc2ccccc2C(=O)Nc2cccc(C)n2)cc1	-3	41	-3.3	-9	17	8	-3.7	5	-33
Cc1ccc(Cn2c3ccccc3c3cn[nH]c(=O)c32)cc1	3	6	1.0	-6	9	7	-2.5	30	-9
CCOc1ccc2[nH]c3c(c2c1)CNCC3	1	14	-0.5	-11	7	2	-1.5	20	-5
CCn1c(=O)c2ccccc2n2c(SCC(N)=O)nnc12	-4	nt	2.8	-2	-1	-4	-3.2	15	-16
CCOc1cnc(-c2ccc(OC)cc2)o1	-1	18	-3.7	-1	9	1	-1.6	9	-8
S=c1sc2c(N3CCN(Cc4ccccc4)CC3)ncnc2n1-c1ccccc1	-1	-14	-4.7	-10	-10	-4	-2.2	5	-10
COc1ccc2[nH]cc(/C=C/C(=O)c3ccccc3)c2c1	-8	41	-2.5	8	0	0	-0.2	6	-2
COc1cc(C)c(Cl)cc1S(=O)(=O)n1ccnc1	3	18	-3.4	4	5	-2	-1.7	-1	-14
COC(=O)Cn1c(=NC(=O)CSCC(=O)Nc2cc(C)on2)sc2cc(C(=O)OC)ccc21	-6	28	-4.6	-6	-7	2	-2.4	2	-13
C=CCOc1ccc(C2/C(=C(/O)c3ccc4c(c3)CC(C)O4)C(=O)C(=O)N2CCCN2CCOCC2)cc1 (stereo unspecified)	4	46	0.7	-6	13	0	-1.3	15	-18
Cc1cc(C)c(C(N)=O)c(NC(=O)Nc2ccccc2)n1	-1	19	-0.5	-5	-4	1	-0.1	36	6
COc1ccc(/C=N/Nc2nc(Nc3ccccc3)nc(N3CCCCC3)n2)c(OC)c1	-2	-2	-2.3	-6	-5	3	-4.1	17	-10
COc1ccc(CC/C(C)=N\NC(N)=O)cc1	1	2	-4.5	-4	3	7	-2.6	30	-8
COc1ccc(F)cc1S(=O)(=O)n1cc(C)nc1-c1ccccc1	1	22	-0.7	-5	0	0	-1.7	-1	2
COc1ccc(C(=O)OCC(=O)NCCN2C(=O)CSC2=O)cc1	9	2	-1.8	-26	-9	2	-2.5	13	-4
Cc1ccc(OCCCN(C)C)c(Br)c1	6	42	-2.6	-7	19	1	-0.6	9	-12
NC(=O)CSc1nnc(-c2ccoc2)o1	-2	-1	-2.9	5	-7	-4	-4.4	20	6
O=C1NN(c2ccccc2)C(=O)/C1=C/c1ccc(Sc2cccc3ccccc23)o1	-4	-5	4.2	1	-6	-2	2.3	24	-3
CC(=O)Nc1ccc2c(c1)nc(CCNC(=O)c1ccco1)n2C	2	14	0.0	28	-4	4	-3.3	-1	-2
O=C1NCCn2ccc(=O)cc21	0	20	-0.2	-8	-5	-3	-2.5	22	-10
Cc1cccc(NS(=O)(=O)c2cc3c(cc2C)NC(=O)CO3)c1	6	18	-3.0	-11	1	-1	-1.4	21	1
Cc1ccc(/C=N/NC(=O)c2cc(C)oc2C)cc1	nt	2	-4.3	3	0	12	-2.7	36*	-5
O=C(O)c1ccccc1-c1ccccc1C(=O)Nc1nccs1	-5	-1	-1.8	2	3	-2	-2.3	-8	-17
O=C(COc1cccnc1[N+](=O)[O-])Nc1cc(S(=O)(=O)N2CCCCC2)ccc1Cl	10	44	-0.4	2	0	-3	-1.0	nt	-15
O=C(Nc1cccc(NC(=O)c2cccc(Cl)c2)c1)c1cccnc1	-6	40	0.4	-3	0	6	-2.2	-2	-13
CCC(C)(C)n1nnnc1C(c1ccccc1OC)N1CCN(C(=O)c2ccco2)CC1 (stereo unspecified)	-10	-2	-0.5	-6	-11	10	-3.2	-7	10
Cc1cccc(N=C2NC(=O)/C(=C/c3cccs3)S2)c1	4	14	-0.5	-17	0	4	-4.5	32	5
COC(=O)c1c(NC(=O)C(=O)NCCCN2CCOCC2)sc2c1CCC2	5	32	14*	-3	1	3	-1.6	7	-10
COc1ccc(S(=O)(=O)N(C)C)cc1NCC(=O)Nc1ccc(Br)c(C)c1	-3	27	1.1	-13	-2	8	-0.6	-17	-5
CCOc1ccc(-n2cnnn2)cc1S(=O)(=O)N1CCC(C)CC1C (stereo unspecified)	3	32	-0.9	-12	-1	-2	0.9	-7	0
CC1CN(C2CCN(S(=O)(=O)Cc3ccccc3)CC2)CC(C)O1 (stereo unspecified)	1	15	-2.0	-1	5	0	-1.9	0	-8
Cc1cc(Cl)ccc1OC(C)C(=O)Nc1ccccc1N1CCOCC1 (stereo unspecified)	5	7	-0.6	-4	1	1	-2.3	39	4
CCn1c(=O)c2cc(C(=O)Nc3ccc(OC)cc3OC)sc2c2ccccc21	-1	22	0.1	3	-6	0	-1.2	nt	-19
O=C(N[C@@H](Cc1ccc(O)cc1)C(=O)O)c1ccc(C(F)(F)F)cc1	2	22	0.3	-12	-11	-1	-2.1	-5	-13
CC(C)(C)c1csc(NC(=O)c2ccc(Cl)s2)n1	0	-11	-1.4	7	1	7	-2.3	13	-17
COc1cc(C(=O)N2CCN(C(=O)C3COc4ccccc4O3)CC2)cc(OC)c1OC (stereo unspecified)	-15	37	-3.7	-8	5	23*	-3.5	1	-10
CC(=O)Nc1ccc(NS(=O)(=O)c2ccc(-c3cnc(C4CC4)o3)cc2)cc1	2	26	-0.4	-21	-11	-7	0.1	11	-18
Cc1ccccc1C1CC(c2cccs2)Nc2nnnn21 (stereo unspecified)	2	56	-0.3	-3	5	7	-0.5	-25	6
Cc1ccc(Nc2cnn(C34CC5CC(CC(CC(=O)O)(C5)C3)C4)c(=O)c2Cl)c(Cl)c1	-1	-10	-1.3	4	-13	3	-1.4	15	3
CCc1ccc(OCC(=O)NNC(=O)c2nn(CC)c(=O)c3ccccc23)cc1	9	16	-5.1	9	7	8	-1.9	0	-9
Cc1cc(OCC(=O)NCCc2cccc(F)c2)c2c(C)cc(=O)oc2c1	5	38	1.3	5	3	2	1.7	30	-14
Nc1c(C(=O)c2cccs2)oc2ccccc12	-2	-9	-4.1	-16	2	5	-2.5	9	-11
Cc1cc(C)c(C)c(S(=O)(=O)N(C)C2CCN(C)CC2)c1C	2	-24	-0.8	4	-1	2	-1.0	14	-2
CCNC(=S)N1CCN(S(=O)(=O)c2ccc(C)cc2)CC1	5	1	3.3	1	-7	7	0.8	-12	13
CCOc1ccc(-c2c(C(=O)N/N=C/c3ccc(Cl)cc3)nnn2-c2nonc2N)cc1	-8	-22	-5.9	-2	3	7	-1.6	6	-22
